High-throughput results: PubChem, Sanford-Burnham Center for Chemical Genomics
A3A deaminase: human APOBEC3A DNA deaminase inhibition; P31941; recombinant A3A, FAM/TAMRA ssDNA deamination fluorescence; inhibition, % at 20 µM; 330,000 tested, 0.41% active; AID 493011;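 active = at least 40% inhibition at 20 µM here, with at most 30% in a related deaminase screen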;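 note: plate controls were A3A with DMSO for no effect and wells lacking A3A enzyme for full effect; some results filed as inactive read as strong as hits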
hIAP block: human IAP inhibition. purified IAP, CDP-Star luminescence, 30 min. inhibition, % at 10 µM. 330,000 tested, 0.12% active. AID 2544;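 active = inhibition reaching a set limit with compound at 10 µM in the primary screen, cut at about 35% in these data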;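 note: plate controls were DMSO wells with enzyme for no effect and no-enzyme buffer wells for full effect; values of inactives mirror those of a sister screen read the other way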
Target sequence (P09923 whole entry, looked up): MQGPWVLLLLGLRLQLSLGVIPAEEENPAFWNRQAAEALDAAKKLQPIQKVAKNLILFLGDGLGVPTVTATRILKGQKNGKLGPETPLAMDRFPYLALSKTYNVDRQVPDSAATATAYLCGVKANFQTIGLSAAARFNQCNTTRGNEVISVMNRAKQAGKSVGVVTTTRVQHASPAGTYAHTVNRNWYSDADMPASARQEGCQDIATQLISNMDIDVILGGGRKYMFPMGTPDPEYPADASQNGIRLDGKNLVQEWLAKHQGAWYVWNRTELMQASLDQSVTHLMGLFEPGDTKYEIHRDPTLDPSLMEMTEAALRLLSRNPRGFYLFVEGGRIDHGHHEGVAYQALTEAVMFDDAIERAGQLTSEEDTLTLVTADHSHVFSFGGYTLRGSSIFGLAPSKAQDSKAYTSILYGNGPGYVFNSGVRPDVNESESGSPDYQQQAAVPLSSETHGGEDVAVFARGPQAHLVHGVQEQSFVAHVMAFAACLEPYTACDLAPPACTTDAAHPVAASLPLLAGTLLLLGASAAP
mIAP activ: increases mouse intestinal alkaline phosphatase activity; AID 2805; activation factor at 10 µM; muIAP, CDP-Star luminescence, 30 min; hits give high values; 1 = vehicle-only enzyme signal, 0 = enzyme-free wells; 330,000 tested, 0.24% active;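 active = activation factor of at least 2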; note: the source names both 10 and 20 µM as test concentration; values of inactives mirror those of a sister screen read the other way
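also added = chemiluminescent substrate CDP-Star | test system = mouse IAP enzyme | signal = chemiluminescence readout | compound = DMSO-dissolved test compounds | incubation = 30 min at room temperature | benchmarks = DMSO wells, no-enzyme wells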
A3G deaminase: APOBEC3G (human) deaminase inhibition. 330,000 tested, 0.28% active. inhibition, % at 20 µM. AID 493012. recombinant A3G, ssDNA deamination FAM/TAMRA fluorescence;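 active = inhibition of at least 40% at 20 µM, with no more than 30% in the related APOBEC3A deaminase screen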;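 note: plate controls were DMSO wells with A3G for no effect and wells lacking A3G enzyme for full effect; some compounds called inactive have numbers as strong as hits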
mIAP inh: blocks mouse intestinal alkaline phosphatase | 330,000 tested, 0.2% active | purified mouse IAP, CDP-Star luminescence, 30 min | inhibition, % at 10 µM;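 active = inhibition of at least 40% at 10 µM in the primary screen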;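 note: plate controls were DMSO with enzyme for no effect and no enzyme wells for full effect; values of inactives mirror those of a sister screen read the other way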
MIN6 prolif: induces beta-cell replication in MIN6 cells; MIN6 cells proliferation, ATPlite luminescence, 48 h; cells starved in 0.2% serum; 100% = growth in 10% serum; proliferation, % at 10 µM; 330,000 tested, 0.29% active; AID 2380;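 active = compounds whose signal lies at least 3.5 SD above the mean of all wells on their plate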;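 note: 0% = DMSO-treated cells in low-serum medium and 100% = 10% serum control; some compounds called inactive have numbers as strong as hits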
MPTP inh: blocks calcium-induced mitochondrial swelling. isolated mouse mitochondria, Ca2+ swelling absorbance, 30 min. inhibition, % at 10 µM. 360,000 tested, 1.4% active;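 active = inhibition of 50% or more, scaled per plate between neutral and stimulator controls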;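 note: 0% = DMSO wells given calcium and 100% = 1 mM EGTA wells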
ATG4B inh: blocks human ATG4B protease cleavage of LC3 substrate. ATG4B cleavage of LC3-PLA2, NBD-HPC fluorescence, 1 h. inhibition, % at 8.33 µM. 340,000 tested, 0.51% active. AID 504462; in the data active = inhibition above about 40%
Target sequence (Q9Y4P1 whole entry, looked up): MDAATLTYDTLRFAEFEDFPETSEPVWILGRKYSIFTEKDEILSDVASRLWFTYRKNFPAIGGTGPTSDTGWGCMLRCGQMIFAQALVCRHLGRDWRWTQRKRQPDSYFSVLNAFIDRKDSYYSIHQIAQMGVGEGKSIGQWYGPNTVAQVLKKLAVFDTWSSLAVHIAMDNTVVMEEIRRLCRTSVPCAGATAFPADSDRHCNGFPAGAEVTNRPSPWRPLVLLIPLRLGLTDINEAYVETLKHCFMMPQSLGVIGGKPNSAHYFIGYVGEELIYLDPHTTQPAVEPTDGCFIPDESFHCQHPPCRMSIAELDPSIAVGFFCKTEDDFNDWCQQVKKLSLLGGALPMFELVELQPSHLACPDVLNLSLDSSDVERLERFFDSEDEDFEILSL
hIAP act: human IAP activation. P09923. purified human IAP, CDP-Star luminescence, 30 min; hits give high values; 1 = vehicle-only enzyme, 0 = enzyme-free background. activation factor at 10 µM. 330,000 tested, 0.16% active;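 active = activation factor of the enzyme at least 2-fold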; note: the source names both 10 and 20 µM as test concentration; values of inactives mirror those of a sister screen read the other way
Numbers without * were called inactive; · = not tested or not shown.

(1) Cc1cc(Nc2ccccc2)nn1C(=O)c1ccc(Br)cc1
(2) Clc1ccc(-c2nnc(-c3ccco3)nc2N2CCCCC2)cc1
(3) COCCn1nnnc1C(c1ccc(OC)c(OC)c1)N1CCN(c2nc3ccccc3s2)CC1 (centres undefined)
(4) O=C(N/N=C/c1cccc(Oc2ccccc2)c1)c1cccc(Br)c1
(5) COC(=O)c1ccc(-n2nnnc2SCC(=O)Nc2ccccc2OC)cc1
(6) CCc1ccccc1NC(=O)N1CCc2ccccc21
(7) Cc1nn(-c2ccc(F)cc2)c2nc(N)c(C#N)c(-c3cccs3)c12
(8) O=C(NCc1ccccn1)C(=O)NCc1ccccn1
Screen / compound no. | 1 | 2 | 3 | 4 | 5 | 6 | 7 | 8
MIN6 prolif | -2 | -4 | -2 | -4 | -2 | 0 | -4 | -2
ATG4B inh | -3 | 9 | -5 | 2 | -14 | -3 | -15 | 13
A3G deaminase | 3 | -1 | -7 | -5 | -3 | -3 | -5 | -6
A3A deaminase | -12 | 2 | 0 | -3 | 3 | 3 | -1 | -3
mIAP inh | -1 | 15 | -5 | 15 | -4 | 2 | 4 | 14
MPTP inh | -0.4 | -1.3 | -2.7 | 67* | 0.8 | 2.9 | 4.7 | 6.7
mIAP activ | 1 | 0.85 | 1.1 | 0.85 | 1 | 0.98 | 0.96 | 0.86
hIAP act | 1.2 | 1.1 | 1.1 | 0.93 | 1.2 | 0.86 | 0.96 | 1.5
hIAP block | -18 | -6 | -11 | 7 | -21 | 14 | 4 | -46

(9) C/C(=N\NC(=O)c1cc(-c2cccc([N+](=O)[O-])c2)n[nH]1)c1ccc(F)cc1
(10) CC(C)CSc1ncc(-c2cccc(C(F)(F)F)c2)cn1
(11) COc1ccc(C(=O)N2CCN(c3cccc(Cl)c3)CC2)c(OC)c1
(12) COc1ccc(Cc2nc(C(=O)NCc3ccccc3OC)cs2)cc1
(13) O=C(N/N=C/c1c[nH]c2ccc(Br)cc12)c1ccn(Cc2ccc(Cl)cc2Cl)n1
(14) Cc1cccc(/C(N)=N/OC(=O)Cc2cccc3ccccc23)c1
(15) COc1ccc(CNC(=O)CN2C(=O)COc3ccc(S(=O)(=O)N4CCCC4)cc32)cc1
(16) COc1ccc(CN2CCC(N(CCc3ccccc3)Cc3ccccc3)CC2)c(OC)c1
Screen / compound no. | 9 | 10 | 11 | 12 | 13 | 14 | 15 | 16
MIN6 prolif | 0 | -3 | 0 | -1 | -4 | -6 | 2 | -6
ATG4B inh | -8 | -5 | 2 | 8 | 9 | 2 | -12 | -6
A3G deaminase | -2 | -7 | -6 | -7 | -6 | -1 | -5 | -9
A3A deaminase | -2 | 0 | -3 | -5 | -4 | 0 | -5 | -2
mIAP inh | 24 | -1 | 4 | -3 | 3 | 6 | 5 | -6
MPTP inh | 3.1 | 4.9 | 0.7 | 2.7 | -2.6 | 0.2 | -1.6 | 5.9
mIAP activ | 0.76 | 1 | 0.96 | 1 | 0.97 | 0.94 | 0.95 | 1.1
hIAP act | 1.3 | 0.92 | 1.1 | 0.94 | 1.2 | 0.84 | 1.1 | 1.1
hIAP block | -29 | 8 | -11 | 6 | -18 | 16 | -13 | -11

(17) O=C(O)C1CSC(CCc2ccccc2)N1 (centres undefined)
(18) N#CCCN(NC1=NS(=O)(=O)c2ccccc21)C(=O)c1ccccc1Br
(19) O=C1CC(SC(=Nc2ccccc2)Nc2ccccc2)C(=O)N1c1cccc2ccccc12 (centres undefined)
(20) CCn1c(/C=C/c2c[nH]c3ccccc23)nc2ccccc2c1=O
(21) COc1ccc(C(=O)C2CCCN(Cc3ccc4nonc4c3)C2)c(C)c1 (centres undefined)
(22) Cc1cc(C)c2c(c1)c(C)cc1nnc(SCC(=O)NCc3ccco3)n12
(23) Cc1cccn2c(=O)nc(SCC(=O)NC3CCCC3)nc12
(24) Cc1ccc(S(=O)(=O)NCC2(c3ccccc3)CCOCC2)cc1
Screen / compound no. | 17 | 18 | 19 | 20 | 21 | 22 | 23 | 24
MIN6 prolif | -2 | 1 | -3 | -3 | -4 | -1 | 0 | -2
ATG4B inh | 0 | 4 | -7 | 23 | 4 | -11 | 8 | -12
A3G deaminase | -5 | -6 | -6 | -12 | -1 | 1 | -1 | -6
A3A deaminase | 0 | -4 | -15 | -3 | 0 | 8 | 2 | 1
mIAP inh | -8 | 1 | -8 | -3 | 7 | 9 | -9 | 11
MPTP inh | -2.9 | -1.1 | 0.2 | 3.5 | 2.2 | -1.1 | -1.0 | -0.5
mIAP activ | 1.1 | 0.99 | 1.1 | 1 | 0.93 | 0.91 | 1.1 | 0.89
hIAP act | 1.1 | 0.95 | 0.96 | 0.88 | 1 | 0.95 | 0.99 | 1
hIAP block | -8 | 5 | 4 | 12 | 0 | 5 | 1 | -1

(25) CCCCSC1=C(C#N)C(c2ccccc2C)C(C(=O)OCC)C(=O)N1 (centres undefined)
(26) CCOC(=O)CNC(=O)CSc1nnc(-c2ccco2)n1Cc1ccco1
(27) CC1CC(C)CN(Cc2nc3c(c(=O)n(C)c(=O)n3C)n2CCN2CCOCC2)C1 (centres undefined)
(28) O=C(CSC1CN(C(c2ccccc2)c2ccccc2)C1)N/N=C/c1ccc(Cl)cc1Cl
(29) O=C(O)CCc1ccc(S(=O)(=O)Nc2ccc(OCc3ccccc3)cc2)cc1
(30) Cc1c(/C=N/NC(=O)CNc2ccccc2)c2ccccn2c1C(=O)c1ccccc1
(31) CCN1CCN(C(=O)CNC(=O)c2nn(-c3ccc(OC)cc3)c(=O)c3ccccc23)CC1
(32) CN(CC1CCCN(CCc2ccc(Cl)cc2)C1)C(=O)c1ccoc1 (centres undefined)
Screen / compound no. | 25 | 26 | 27 | 28 | 29 | 30 | 31 | 32
MIN6 prolif | -4 | -1 | -3 | -4 | 0 | 0 | 0 | 3
ATG4B inh | -20 | -11 | -2 | -14 | 14 | -4 | -2 | 3
A3G deaminase | -10 | -9 | -6 | -7 | 4 | -7 | -6 | -1
A3A deaminase | -3 | 0 | -2 | -1 | 24 | -2 | 0 | -1
mIAP inh | 0 | 6 | -10 | 8 | 0 | 8 | -5 | 8
MPTP inh | -0.2 | -0.7 | -0.3 | 17 | 0.0 | -1.1 | -0.1 | -0.1
mIAP activ | 1 | 0.94 | 1.1 | 0.92 | 1 | 0.92 | 1.1 | 0.92
hIAP act | 0.87 | 1 | 1.2 | 0.88 | 0.92 | 1.1 | 1 | 0.95
hIAP block | 13 | -2 | -18 | 12 | 8 | -14 | -2 | 5

(33) COc1ccc(-c2noc(CSc3ccccc3)n2)cc1OC
(34) CN(C)CCCNC(=O)C[C@H]1C[C@H](C(=O)N2CCCCC2)[C@@]2(CCc3ccccc3)c3[nH]c4cc(CCC(=O)N(C)C)ccc4c3CCN2C1=O
(35) CCC(C)NCC(=O)Nc1ccc(-c2nc3cc(NC(=O)CNC(C)CC)ccc3o2)cc1 (centres undefined)
(36) CN(CC(=O)Nc1ccc(C(N)=O)cc1)CC(=O)Nc1ccccc1Br
(37) Cc1ccc(C(=O)N2CCN(S(=O)(=O)c3ccc(Br)cc3)CC2)o1
(38) Cc1cc(-c2nnc(SCC(=O)Nc3cccc(C)c3C)n2N)n[nH]1
(39) O=C(N=C1SC2CS(=O)(=O)CC2N1c1ccccc1)C1CC1 (centres undefined)
(40) CCN1CCN(CC(=O)N/N=C/c2ccc(F)cc2F)CC1
Screen / compound no. | 33 | 34 | 35 | 36 | 37 | 38 | 39 | 40
MIN6 prolif | 3 | · | -4 | 0 | 0 | 1 | -1 | 2
ATG4B inh | -12 | -2 | -5 | 6 | 0 | 1 | 10 | 3
A3G deaminase | -6 | -1 | -6 | 0 | -4 | -5 | -6 | 1
A3A deaminase | -4 | 3 | -2 | 1 | 10 | -3 | -6 | 2
mIAP inh | -7 | -14 | 3 | -16 | 3 | 4 | -2 | 9
MPTP inh | -0.2 | 0.3 | 74* | -1.7 | 0.2 | -0.4 | -0.3 | 0.4
mIAP activ | 1.1 | 1.2 | 0.97 | 1.2 | 0.97 | 0.96 | 1 | 0.91
hIAP act | 1.1 | · | 1.1 | 1.6 | 0.92 | 1.1 | 1 | 1
hIAP block | -7 | · | -6 | -56 | 8 | -9 | 0 | -4

(41) CCS(=O)(=O)N1CCC(NC(=O)C2CCCCC2)CC1
(42) CC(NC(=O)COC(=O)Cc1ccccc1[N+](=O)[O-])c1ccccc1 (centres undefined)
(43) Cc1ccc(-n2c(Cn3nc(C(F)F)cc3C(F)F)n[nH]c2=S)cc1
(44) CC(C)(C)c1cnnn1-c1cccc([N+](=O)[O-])c1
(45) COc1ccc(-n2c(C)cc(=O)[nH]c2=O)cc1
(46) O=[N+]([O-])c1c(NCCCO)cc(N2CCCCCC2)c2nonc12
(47) CC(C)c1cccc(C(C)C)c1NC(=O)CCN1C(=O)NC2(CCCC2)C1=O
(48) COc1ccc2oc(=N)c(C(=O)Nc3ccccc3Cl)cc2c1
Screen / compound no. | 41 | 42 | 43 | 44 | 45 | 46 | 47 | 48
MIN6 prolif | -1 | 0 | 0 | -2 | -2 | 1 | 2 | -4
ATG4B inh | -7 | -12 | 5 | -5 | -2 | -1 | 1 | 5
A3G deaminase | -6 | -8 | 0 | -9 | 6 | -1 | -6 | -1
A3A deaminase | -4 | -4 | -2 | -3 | -4 | 0 | -1 | 2
mIAP inh | 3 | 9 | -3 | 2 | -5 | 0 | 2 | 14
MPTP inh | -0.9 | 0.4 | 2.7 | -0.5 | 1.5 | 0.8 | -0.3 | 1.3
mIAP activ | 0.97 | 0.91 | 1 | 0.98 | 1.1 | 0.99 | 0.97 | 0.86
hIAP act | 0.79 | 0.99 | 1.1 | 0.95 | 1 | 0.82 | 1.2 | 1
hIAP block | 21 | 1 | -6 | 5 | -1 | 18 | -15 | 0

Single records, as listed above:
`CCn1c(/C=C/c2c[nH]c3ccccc23)nc2ccccc2c1=O` across the screens: MIN6 prolif: -3; ATG4B inh: 23; A3G deaminase: -12; A3A deaminase: -3; mIAP inh: -3; MPTP inh: 3.5; mIAP activ: 1; hIAP act: 0.88; hIAP block: 12
`O=C(N/N=C/c1c[nH]c2ccc(Br)cc12)c1ccn(Cc2ccc(Cl)cc2Cl)n1` across the screens: MIN6 prolif: -4; ATG4B inh: 9; A3G deaminase: -6; A3A deaminase: -4; mIAP inh: 3; MPTP inh: -2.6; mIAP activ: 0.97; hIAP act: 1.2; hIAP block: -18
`O=C(O)CCc1ccc(S(=O)(=O)Nc2ccc(OCc3ccccc3)cc2)cc1` across the screens: MIN6 prolif: 0; ATG4B inh: 14; A3G deaminase: 4; A3A deaminase: 24; mIAP inh: 0; MPTP inh: 0.0; mIAP activ: 1; hIAP act: 0.92; hIAP block: 8

Next entries.
(49) COc1ccccc1Nc1nn2c(=O)c3ccc(C(=O)N4CCCC(C)C4)cc3nc2s1 (centres undefined)
(50) CCC(CO)Nc1ncnc2c1cnn2-c1ccc(OC)cc1 (centres undefined)
(51) COC(=O)CNC(=O)C1Cc2ccccc2CN1S(=O)(=O)c1ccc(F)cc1 (centres undefined)
(52) O=C1CC(C(=O)NCCc2ccccc2)SC(=Nc2ccccc2)N1 (centres undefined)
Screen / compound no. | 49 | 50 | 51 | 52
MIN6 prolif | -4 | 1 | -2 | 2
ATG4B inh | 46* | 5 | -6 | -4
A3G deaminase | -5 | 0 | -3 | -8
A3A deaminase | 0 | -2 | -3 | -1
mIAP inh | 3 | 1 | -4 | -5
MPTP inh | 2.9 | 0.0 | 1.1 | 1.5
mIAP activ | 0.97 | 0.99 | 1 | 1
hIAP act | 0.89 | 0.96 | 0.99 | 1.1
hIAP block | 11 | 4 | 1 | -13
